GSH bead fluor – compound fluoresces at 488/530 nm on GSH beads. GSH beads flow cytometry, compound fluorescence 488/530 nm; stronger effect = higher value. fluorescence (KMESF) at 10 µM. hit rate 0.25% among 190,000. AID 1776; in the data active means fluorescence above about 89;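 further: glutathione beads carrying GST-tagged Bcl family fusion proteins plus one bare bead set; values are compound well signal with DMSO vehicle wells as background; inactives centre near 16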
Rab2A wt mod – changes GTP binding to wildtype dog Rab2A, up or down. P61105. GST-Rab2 wt beads, Bodipy-GTP binding, flow cytometry. GTP binding activity, % at 10 µM. hit rate 0.19% among 190,000. AID 760;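 active means GTP binding activity at least 20 points away from 100%, either lowered or raised; inconclusive means signal likely due to the compound's own green fluorescence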;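 further: 0% = beads with excess unlabeled GTP and 100% = no-compound control corrected for plate trend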
Rab7 wt GTP bind – dog Rab7 wildtype GTP binding, inhibitors and activators. GST-Rab7 beads, fluorescent GTP binding, flow cytometry; actives lie on both sides; untreated = 100%, excess cold GTP = 0%. hit rate 0.055% among 190,000. GTP binding activity (percent of control), % at 10 µM. AID 758;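 active means fluorescent GTP binding to Rab7 beads changed by at least 20 points from the 100% baseline, either direction, mostly lower; inconclusive means compound itself probably fluorescent, or too few beads counted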;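 further: median green fluorescence of bound Bodipy-FL-GTP per Rab7 bead population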
Pf gamet viab – kills late stage P. falciparum gametocytes; inhibition, % at 10.9 µM; P. falciparum stage V gametocytes, ATP luminescence, 24 h; AID 743093; hit rate 0.065% among 150,000;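 active means inhibition above the mean plus 3 SD of compounds within the control limits, set per campaign, cut at about 38% in these data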;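 further: 0% = DMSO wells and 100% = medium only without gametocytes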
ABCG2 block – inhibitors of human ABCG2 transporter, ABCB1 counter-screen; Q9UNQ0; IgMXP3 cells, JC-1 efflux, flow cytometry; inhibition, % at 6.6 µM; hit rate 0.1% among 190,000;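 active means inhibition above 80%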;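 further: 0% = DMSO and 100% = nicardipine control wells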
Target sequence (Q9UNQ0 whole entry, looked up): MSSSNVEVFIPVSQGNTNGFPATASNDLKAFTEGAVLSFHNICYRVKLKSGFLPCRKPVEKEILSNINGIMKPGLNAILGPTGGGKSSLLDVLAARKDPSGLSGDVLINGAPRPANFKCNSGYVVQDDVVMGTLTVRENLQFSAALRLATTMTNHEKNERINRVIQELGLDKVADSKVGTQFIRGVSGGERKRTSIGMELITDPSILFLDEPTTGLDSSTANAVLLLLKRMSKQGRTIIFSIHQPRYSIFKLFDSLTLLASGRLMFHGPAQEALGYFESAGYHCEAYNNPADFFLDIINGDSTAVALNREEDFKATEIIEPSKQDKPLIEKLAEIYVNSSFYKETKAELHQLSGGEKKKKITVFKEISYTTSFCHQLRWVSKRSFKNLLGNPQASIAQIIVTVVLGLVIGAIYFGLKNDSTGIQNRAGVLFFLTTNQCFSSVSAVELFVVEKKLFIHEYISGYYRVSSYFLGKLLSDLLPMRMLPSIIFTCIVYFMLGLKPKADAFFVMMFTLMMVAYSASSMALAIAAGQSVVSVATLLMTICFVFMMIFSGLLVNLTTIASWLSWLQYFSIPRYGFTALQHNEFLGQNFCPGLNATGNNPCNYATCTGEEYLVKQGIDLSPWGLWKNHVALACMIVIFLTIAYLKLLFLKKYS
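Test system: ABCG2 IgMXP3 and barcoded ABCB1 CCRF-Adr cell mix; Schedule: cells with compound and JC-1, 10 min at 25 °C, rotating, no wash; Technique: flow cytometry of retained JC-1 fluorescence; Measure: % inhibition of efflux relative to nicardipine and DMSO; Controls: nicardipine high and DMSO low controls.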
Rac1 wt GTP bind – modulators of human Rac1 wildtype GTP binding; P63000; GST-Rac1 beads, fluorescent GTP binding, flow cytometry; actives lie on both sides; 0 = cold GTP competed, 100 = untreated; GTP binding activity (% of control), % at 10 µM; hit rate 0.27% among 190,000; AID 757;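 active means GTP binding activity at least 20 points away from the 100% control level, either lower or higher; inconclusive means compound flagged as likely green fluorescent, judged across all proteins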
Cdc42 wt GTP – changes GTP binding to wildtype human Cdc42; percent activity (GTP binding), % at 10 µM; P60953; hit rate 0.2% among 190,000; GST-Cdc42 beads, Bodipy-GTP binding, flow cytometry; actives lie on both sides; AID 761;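 active means percent activity GTP binding at least 20 points away from the 100% baseline, either down as inhibitor or up as activator; inconclusive means compound flagged as likely green fluorescent from well-wide comparison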;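 further: median bead fluorescence of bound Bodipy-FL-GTP at 100 nM; 0% = excess unlabeled GTP control and 100% = no compound control; below 100% means less GTP binding so inhibitor and above means activator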
Target sequence (P60953 whole entry, looked up): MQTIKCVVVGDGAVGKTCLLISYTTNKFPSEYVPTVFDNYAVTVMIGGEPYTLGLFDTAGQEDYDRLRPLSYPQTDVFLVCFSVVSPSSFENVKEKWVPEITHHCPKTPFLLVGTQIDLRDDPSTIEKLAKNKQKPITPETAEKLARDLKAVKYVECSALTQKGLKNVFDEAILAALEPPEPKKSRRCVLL
ABCB1 inh – blocks JC-1 efflux by human ABCB1 transporter | CCRF-Adr cells, flow cytometry | inhibition, % at 6.6 µM | AID 1326 | hit rate 0.067% among 190,000; in the data active means inhibition above about 40%;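 further: 0% = vehicle and 100% = reference inhibitor; higher value means more JC-1 retained so stronger ABCB1 efflux block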
Rac1 act GTP bind – modulators of GTP binding to human Rac1 activated mutant; P63000; GST-Rac1 activated beads, fluorescent GTP binding, flow cytometry; actives lie on both sides; 100% means binding = to untreated wells; percent activity (GTP binding), % at 10 µM; hit rate 0.11% among 190,000;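 active means GTP binding at least 20 percentage points away from the 100% baseline, in either direction, so actives lie on both sides; inconclusive means Compound likely fluorescent itself, or too few beads counted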
HRas wt GTP – human HRas wildtype GTP binding, change in either direction; P01112; GST-Ras wt beads, Bodipy-FL-GTP binding, flow cytometry; actives lie on both sides; GTP binding activity, % at 10 µM; hit rate 0.14% among 190,000;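 active means GTP binding activity at least 20% away from the 100% baseline, either lowered as inhibitor or raised as activator; inconclusive means flagged as likely green fluorescent, judged across all proteins in the well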;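 further: 0% = unlabeled GTP competition control and 100% = no-compound control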
Target sequence (P01112 whole entry, looked up): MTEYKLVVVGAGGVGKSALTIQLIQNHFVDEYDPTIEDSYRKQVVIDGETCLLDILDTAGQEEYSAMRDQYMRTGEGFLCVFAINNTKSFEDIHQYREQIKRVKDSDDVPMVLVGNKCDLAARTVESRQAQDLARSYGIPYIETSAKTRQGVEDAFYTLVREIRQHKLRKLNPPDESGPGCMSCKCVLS
Avidin fluor – avidin bead compound fluorescence profile; Avidin beads, compound fluorescence 488/530 nm, flow cytometry; stronger effect = higher value; fluorescence (KMESF) at 10 µM; hit rate 0.38% among 220,000; AID 1775; in the data active means fluorescence above about 47; further: inactives centre near 10
Active calls of the source: *; ? = inconclusive; / = no result given. This is a random part of the collection; about 1.1% have a hit in one of these screens.

SMILES	GSH bead fluor	Rab2A wt mod	Rab7 wt GTP bind	Pf gamet viab	ABCG2 block	Rac1 wt GTP bind	Cdc42 wt GTP	ABCB1 inh	Rac1 act GTP bind	HRas wt GTP	Avidin fluor
O=C(CSc1nn(-c2ccccc2)c(=S)s1)NC1CCS(=O)(=O)C1 (stereo not given)	10	100	99	1	6	107	106	0.6	99	100	6
NC(=S)Nc1ccc2c(c1)OCO2	14	99	105	10	1	97	102	0.8	93	96	8
COc1ccc(C(=O)N(C)c2c(C)n(C)n(-c3ccccc3)c2=O)cc1OC	28	99	101	15	3	96	95	0.9	97	97	24
Oc1ccc2[nH]cnc2c1CN1CCCCC1	41	102	99	/	0	105	104	-0.1	100	104	6
CCCCCCOC(=O)c1ccccc1NC(=O)/C=C/C(=O)O	10	97	95	/	0	97	97	-0.1	97	94	5
Cc1cc(NS(=O)(=O)c2ccc(NC(=O)c3cnc4scc(C)n4c3=O)cc2)nc(C)n1	24	91	92	/	-1	96	94	-0.4	94	93	6
COc1ccccc1N1CCN(c2ccc(Cl)nn2)CC1	10	?	?	3	1	?	?	0.3	?	?	9
CN(C)C(=O)c1c(NC(=O)c2ccco2)sc2c1CCCCC2	15	100	98	/	6	107	105	0.8	99	102	5
COc1ccc(CSc2ncn[nH]2)cc1[N+](=O)[O-]	8	98	105	3	26	103	100	2.0	99	100	6
Clc1ccc(Oc2nc(N3CCOCC3)nc(N3CCOCC3)n2)cc1	12	100	103	/	13	99	102	0.8	97	101	11
Cc1nc2nc[nH]c2cc1Br	8	92	91	/	4	90	91	1.1	94	88	13
Cc1ccc(NS(=O)(=O)c2ccc(OCC(=O)Nc3cccc([N+](=O)[O-])c3)c(C)c2)cc1	13	98	101	/	-1	101	96	-0.4	98	99	6
COc1ccccc1-n1c(SCC(=O)NC(C)(C)C)nnc1-c1ccco1	26	99	96	/	13	108	103	0.6	97	100	34
O=C(O)CC1C(=O)NCCN1CCCc1ccccc1 (stereo not given)	25	101	102	/	-4	108	104	-3.2	98	102	7
Cc1cc(Br)ccc1OCC(=O)NNC(=O)C(=O)Nc1ccccc1	26	92	101	-8	1	92	87	0.2	87	93	12
CCO[C@H]1OC(C(=O)Nc2ccccc2)=C[C@@H](c2ccc(C(F)(F)F)cc2)[C@@H]1CCCO	21	94	94	/	5	97	97	1.7	97	97	7
O=C1CCC([N+](=O)[O-])C(c2ccc3c(c2)OCO3)N1 (stereo not given)	9	101	107	24	1	103	99	-0.1	97	99	12
Cc1ccccc1OCC(=O)N/N=C/c1ccc([N+](=O)[O-])o1	19	100	100	16	1	103	102	-0.1	102	100	12
CC(=O)N1CCN(Cc2nc3scc(-c4ccccc4)c3c(=O)[nH]2)CC1	18	101	109	-23	0	100	99	0.0	96	100	28
CCOc1ccccc1/C=N/NC(=O)CNC(=O)c1cccs1	16	96	97	-13	3	98	104	0.5	97	95	14
Cc1ccc2cc(C(c3nnnn3C3CCCC3)N3CCN(c4ccc(F)cc4)CC3)c(=O)[nH]c2c1 (stereo not given)	16	100	103	-29	0	106	104	0.0	98	100	23
O=C(O)c1cc([N+](=O)[O-])ccc1Nc1ccccc1	12	91	90	1	20	95	97	-0.2	91	92	4
CCCCNCCOCCOc1ccccc1-c1ccccc1	13	104	102	-18	0	108	101	0.4	104	105	6
C=CCNC(=S)NNC(=O)c1ccc(=O)n(Cc2ccc(Cl)cc2Cl)c1	19	97	100	-2	-1	102	97	-0.5	95	96	10
O=C(Nc1ccccc1)Nc1nc(-c2ccc(Cl)cc2)cs1	14	97	98	-7	10	104	104	-1.7	100	99	46

The list goes on:
SMILES	GSH bead fluor	Rab2A wt mod	Rab7 wt GTP bind	Pf gamet viab	ABCG2 block	Rac1 wt GTP bind	Cdc42 wt GTP	ABCB1 inh	Rac1 act GTP bind	HRas wt GTP	Avidin fluor
CC(NC(=O)c1ccccc1F)c1nnc(SCC(=O)N2CCN(c3ccccc3)CC2)n1C (stereo not given)	16	99	103	-2	-1	97	98	-0.1	95	98	8
CC1CCCCC1NC(=O)COC(=O)c1ccc2c(c1Cl)C(=O)c1ccccc1C2=O (stereo not given)	4	92	95	-23	-2	95	93	-0.2	96	93	3
CCN(c1cccc(C)c1)S(=O)(=O)c1cccc(C(=O)O)c1	16	102	95	/	0	104	104	-0.2	102	101	34
COc1ccc(OC)c(NC(=S)N(CCc2c(C)[nH]c3ccc(C)cc23)Cc2cccs2)c1	13	100	104	/	22	101	98	1.8	95	98	4
O=C(N/C(=C/C=C/c1ccccc1)C(=O)N1CCCCC1)c1ccc([N+](=O)[O-])cc1	8	103	96	7	11	107	104	1.3	101	101	9
COc1ccc(-n2c(=O)c3c4c(sc3n(CC(=O)NC3CCCC3)c2=O)CCCC4)c(OC)c1	16	97	100	-5	3	97	93	6.1	96	96	11
CS(=O)(=O)N(CC(=O)NCCSC1CCCCC1)c1cccc(F)c1	7	100	100	23	18	108	104	0.8	101	103	12
COc1ccc(/C=N/NC(N)=S)cc1OC(=O)c1cccc2ccccc12	15	98	100	/	2	95	93	0.5	93	97	32
Cc1nn(C)c(C)c1NC(=O)CCSc1nc(-c2ccco2)cc(C(F)(F)F)n1	30	99	98	/	1	100	102	0.2	98	100	6
CC1=CC=CN2C1=NC(=O)CC2(C)C(=O)N(CC(=O)NC1CCCC1)c1cc(C)cc(C)c1 (stereo not given)	21	102	105	0	5	98	104	0.5	97	101	7
COc1ccccc1-n1c(CNC(=O)c2cccs2)n[nH]c1=S	14	103	103	-19	1	109	100	-0.1	98	101	9
CCCc1cc(=O)[nH]c(SCC(=O)CSc2nc(CCC)cc(=O)[nH]2)n1	8	103	101	/	1	109	103	0.3	102	105	9
CC(=O)Nc1ccc(SCC(=O)N(CCC#N)c2cc(C)cc(C)c2)cc1	13	92	93	-16	1	91	92	0.2	93	94	14
C=CCNc1nnc(-c2ccncc2)s1	26	106	103	-27	14	118	111	0.6	103	104	12
CCCC(C(=O)NC1CCCC1)N(C(=O)Cn1nnc(-c2ccc(C)o2)n1)C1CCCC1 (stereo not given)	13	102	100	/	2	107	101	5.6	98	100	6
CCc1ccc(OCC(=O)NC(NC(=S)Nc2ccccc2C)C(Cl)(Cl)Cl)cc1 (stereo not given)	10	99	98	7	1	104	103	-0.4	98	101	11
COc1ccc(C)cc1NC(=O)CN1CCN(S(=O)(=O)c2ccc(Cl)cc2)CC1	36	99	98	-31	1	100	101	2.7	98	98	6
Cc1ccc(C(=O)NCCN2CCOCC2)cc1Cl	5	99	100	/	1	98	97	0.1	98	97	7
Cc1c(NC(=O)C(C)n2cc([N+](=O)[O-])cn2)c(=O)n(-c2ccccc2)n1C (stereo not given)	12	98	98	7	2	99	100	0.8	96	96	23
COC(=O)C(C(=O)OC)=C(/C=C/C=C/N(C)C)N(C)C	69	105	101	-6	2	104	106	1.6	101	106	8
O=C(COc1cccnc1[N+](=O)[O-])Nc1ccc(S(=O)(=O)N2CCOCC2)cc1	16	99	101	-4	4	96	92	0.1	94	97	31
CC(=O)N1c2ccc(Cl)cc2C2C=CCC2C1c1cccc2ccccc12 (stereo not given)	15	100	101	/	0	105	98	0.5	102	101	14
CSc1sc(C)cc1C1C(C#N)=C(N)N(c2cccnc2)C2=C1C(=O)CC(C)(C)C2 (stereo not given)	25	98	98	-12	4	104	99	0.2	96	99	30
CCCCn1c(SCC(=O)Nc2nnc(CC)s2)nc2c1c(=O)n(C)c(=O)n2C	19	102	99	/	18	101	102	3.5	99	101	13
Cc1cc(C)c2c(N)c(C(=O)c3ccccc3)oc2n1	30	90	90	-10	9	88	91	0.3	90	91	11

Looked up one by one from the list above, 2 records:
SMILES	GSH bead fluor	Rab2A wt mod	Rab7 wt GTP bind	Pf gamet viab	ABCG2 block	Rac1 wt GTP bind	Cdc42 wt GTP	ABCB1 inh	Rac1 act GTP bind	HRas wt GTP	Avidin fluor
CS(=O)(=O)N(CC(=O)NCCSC1CCCCC1)c1cccc(F)c1	7	100	100	23	18	108	104	0.8	101	103	12
COc1ccc(-n2c(=O)c3c4c(sc3n(CC(=O)NC3CCCC3)c2=O)CCCC4)c(OC)c1	16	97	100	-5	3	97	93	6.1	96	96	11

Remaining list, next part.
SMILES	GSH bead fluor	Rab2A wt mod	Rab7 wt GTP bind	Pf gamet viab	ABCG2 block	Rac1 wt GTP bind	Cdc42 wt GTP	ABCB1 inh	Rac1 act GTP bind	HRas wt GTP	Avidin fluor
Cc1ccc(OCC(=O)NNC(=O)CSc2ncc(C#N)c(N)n2)cc1	11	96	97	5	1	100	100	0.1	99	97	9
CCC/C(O)=C1\C(=O)CC(c2ccccc2)CC1=NC (stereo not given)	11	98	98	4	3	100	96	0.1	96	99	5
O=C(NC(=S)Nc1ccccc1[N+](=O)[O-])c1ccco1	14	98	104	/	7	98	99	0.6	98	101	10
CC1=C(C(=O)NC2CCC(C)CC2)C2(CCC(C)CC2)OC1=O (stereo not given)	25	102	102	/	0	101	102	0.2	97	101	6
O=C(Cc1nnc(NC(=O)c2ccccc2)s1)N/N=C/c1ccco1	16	100	100	-11	0	101	100	-0.1	98	100	9
O=C(NCCCN1CCCC1)c1cccc(N2CCCC2=O)c1	25	97	103	/	10	101	100	0.0	100	99	1
CCCCN(C(=O)CSc1nnc(Nc2ccc(C)c(C)c2)s1)c1c(N)n(Cc2ccccc2)c(=O)[nH]c1=O	46	104	104	-25	3	104	102	1.6	101	103	9
COc1ccc(CC2C(=O)OC(C)(C)OC2=O)cc1	27	96	97	0	0	97	96	0.1	94	97	14
CN(C)c1cccc(NC(=O)C2(C)CC2(Cl)Cl)c1 (stereo not given)	6	101	100	12	5	103	101	0.4	102	104	6
Clc1c(-c2ccccc2)nnn1-c1ccccc1	8	95	103	3	6	103	99	-0.2	99	100	4
COC(=O)CSc1nc(C)cc(C)c1C#N	12	97	101	6	1	93	95	0.4	95	96	6
CC1(C(=O)NC(=S)N(CCC#N)c2ccccc2)CC1(Cl)Cl (stereo not given)	15	98	99	-5	3	100	100	1.1	98	100	4
CN(C)c1ccc(N/C=C/C(=O)c2ccc(F)cc2)cc1	25	100	102	/	3	102	102	0.2	100	102	13
Cc1c(C#N)c2ncnc(N)c2n1-c1ccccc1	7	103	103	-27	4	101	99	1.1	99	101	11
O=C(/C=N/O)Nc1cccnc1	21	98	93	-8	0	104	102	-0.6	100	99	21
CN1C(=O)c2ccccc2OC1(C)Cc1ccccc1 (stereo not given)	14	99	99	8	11	104	102	0.4	97	102	14
O=C(NN1CCN(Cc2ccccc2Cl)CC1)c1ccc(Cl)cc1	7	102	105	/	5	108	104	1.0	101	102	3
CCc1ccc(NS(=O)(=O)c2cccc3nonc23)cc1	8	95	103	3	1	94	94	0.1	94	97	22
